# Screens deposited in PubChem by several laboratories.
# MITF TRPM1 inh: inhibitors of MITF-dependent TRPM1 promoter reporter, primary screen, cell-based, SK-MEL-5, single point, luciferase; SK-MEL-5 TRPM1 promoter luciferase, 24 h; inhibition, % at 12.5 µM; hit rate 0.83% among 330,000;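 active means mean inhibition across replicates of 60% or more, whatever share of single replicates reaches that level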; further: values of inactives mirror those of a sister screen read the other way
# m5-HT2A agonist: mouse Htr2a agonists via beta-arrestin recruitment, primary screen, cell-based, luminescence. 5-hydroxytryptamine receptor 2A (Mus musculus), P35363. CHO-K1 mHTR2A beta-arrestin complementation; percent of 30 µM serotonin response. activation, % at 7.6 µM. hit rate 0.66% among 360,000;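 active means activation above a run cutoff, the mean activation of all tested compounds plus 3 SD, cut at about 14% in these data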;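 further: 0% = plate median of compound wells and 100% = 30 µM serotonin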
# Shn3 3UTR inh: reduction of Shn3 3'UTR firefly luciferase signal, primary screen, Schnurri-3 inhibitor project, cell-based, Clone20 osteoblasts, set 2. inhibition, % at 12.5 µM. Clone20 osteoblast Shn3 3'UTR firefly luciferase, 24 h. AID 588674, 2011. hit rate 0.52% among 360,000;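 active means mean inhibition of at least 75% with every replicate also reaching 75%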;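 further: 0% = median of neutral control wells and 100% = pilot-screen positive control compound; some compounds past the cut are filed as inactive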
# PDI inh: inhibitors of human PDI, primary screen, biochemical, turbidity, single point, plate reader. inhibition, % at 10 µM. PDI insulin aggregation turbidity, A650, 90 min. AID 588391, 2011. hit rate 0.052% among 350,000. Protein disulfide-isomerase (Homo sapiens), P07237;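 active means mean inhibition across replicates of 30% or more, whatever share of single replicates reach that level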;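 further: absorbance from insulin aggregation driven by PDI reduction with DTT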
# Target sequence (P07237 whole entry, looked up): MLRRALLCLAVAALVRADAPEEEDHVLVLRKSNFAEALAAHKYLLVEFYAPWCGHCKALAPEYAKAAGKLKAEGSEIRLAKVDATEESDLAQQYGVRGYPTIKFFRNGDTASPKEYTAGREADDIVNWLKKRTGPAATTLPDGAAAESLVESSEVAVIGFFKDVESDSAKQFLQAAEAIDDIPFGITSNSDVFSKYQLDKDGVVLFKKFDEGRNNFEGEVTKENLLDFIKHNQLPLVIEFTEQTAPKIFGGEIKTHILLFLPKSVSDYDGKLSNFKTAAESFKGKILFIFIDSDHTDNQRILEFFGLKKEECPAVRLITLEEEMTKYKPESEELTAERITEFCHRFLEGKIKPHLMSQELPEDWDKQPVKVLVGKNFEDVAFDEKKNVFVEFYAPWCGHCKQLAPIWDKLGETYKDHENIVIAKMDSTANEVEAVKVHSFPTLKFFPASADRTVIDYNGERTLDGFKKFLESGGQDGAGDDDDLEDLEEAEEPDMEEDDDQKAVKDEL
# NR2E3 ag-1: NR2E3 agonists in two-hybrid cells, primary screen, cell-based, luminescence, CHO-S, Gal4-NCOR/VP16-NR2E3; Photoreceptor-specific nuclear receptor (Homo sapiens), Q9Y5X4; luciferase; inhibition of corepressor binding, % at 3.98 µM; hit rate 0.35% among 360,000; AID 602229, 2012;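 active means inhibition above the mean of all tested compounds plus 3 SD, cut at about 70% in these data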;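 further: 0% = DMSO with NR2E3 transfected cells and 100% = cells lacking NR2E3 construct; higher means lower luciferase signal from less NR2E3 corepressor binding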
# Target sequence (Q9Y5X4 whole entry, looked up, the tested form may be a part): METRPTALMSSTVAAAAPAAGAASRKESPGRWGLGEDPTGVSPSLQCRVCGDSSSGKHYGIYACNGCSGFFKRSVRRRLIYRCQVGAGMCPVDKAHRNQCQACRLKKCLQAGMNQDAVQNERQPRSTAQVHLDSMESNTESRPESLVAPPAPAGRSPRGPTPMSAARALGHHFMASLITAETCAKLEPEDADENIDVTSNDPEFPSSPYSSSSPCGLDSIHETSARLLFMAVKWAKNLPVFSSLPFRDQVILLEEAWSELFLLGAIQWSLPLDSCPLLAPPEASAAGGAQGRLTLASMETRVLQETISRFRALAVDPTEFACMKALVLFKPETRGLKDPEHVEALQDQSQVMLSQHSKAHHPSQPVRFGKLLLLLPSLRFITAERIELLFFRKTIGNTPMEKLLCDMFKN
# hiPSC survival: enhancers of single-cell hiPSC survival, primary screen, ATPlite luminescence | 100% = ROCK inhibitor wells, 0% = DMSO | hit rate 0.044% among 360,000 | survival enhancement, % at 20 µM; in the data active means survival enhancement above about 18%;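 further: cells exposed to compounds for 16 hours before the ATP read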
# HIF-2a inh: HIF-2a reporter inhibitors, primary screen, luminescence, 786-0 RCC cells. inhibition, % at 18.8 µM. hit rate 0.72% among 360,000. 786-0 RCC cells HIF-2a reporter, luciferase luminescence, overnight;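 active means inhibition of the luminescence signal of 40% or more relative to plate controls, in a single-dose primary screen at 18.75 µM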
# NR2E3 ag-2: inhibitors of NR2E3-RetCOR corepressor binding, primary screen, NR2E3 agonist project, biochemical, TR-FRET, GST-NR2E3, biotin-RetCOR | hit rate 0.12% among 320,000 | 1536-well | Photoreceptor-specific nuclear receptor (Homo sapiens), Q9Y5X4 | AID 2300, 2010 | inhibition of corepressor binding, % at 4.78 µM;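 active means percent inhibition above the cutoff of mean plus 3 SD of all tested compounds, set per screening campaign, cut at about 20% in these data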;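 further: 0% = DMSO wells and 100% = biotin wells as full block of FRET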
#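 system = GST-tagged NR2E3 plus biotinylated RetCOR corepressor | input = 1.35 nM GST-NR2E3 | also added = 7 nM biotin-RetCOR | schedule = 5 h incubation at 4 °C | measured by = TR-FRET with europium anti-GST and streptavidin-D2, 340 nm excitation | read-out = percent loss of FRET ratio relative to control wells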
# CaV13 FRET inh: Primary screen for inhibitors of IQ motif and Ca2+-dependent inactivation inhibitor domain binding in CACNA1D, Förster resonance energy transfer in living cells, … | HEK cells, CFP/YFP FRET ICDI-IQ, plate reader, 10 min; percent FRET-ratio fall versus neutral wells | inhibition, % at 12.3 µM | hit rate 0.098% among 340,000 | AID 743397;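 active means mean replicate inhibition of at least 30% and at least 1% of replicates passing that level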;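 further: 0% = median of the neutral control wells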
# Peg3 promoter: Peg3 promoter-driven luciferase inhibitors, primary screen, cell-based, HeLa, luciferase luminescence | HeLa PEG-Prom luciferase reporter, overnight | inhibition, % at 20 µM | hit rate 1.7% among 360,000 | AID 588405, 2011;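 active means inhibition of at least 50% at 20 µM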
# H9c2 protect: cardioprotection against H2O2-induced cell death, primary screen, uHTS, H9c2 cells, ATPLite luminescence; H9c2 cardiomyocytes, H2O2 injury protection, 2 h; protection from H2O2 cell death, % at 20 µM; hit rate 0.63% among 360,000; AID 588492, 2011;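 active means compounds giving at least 50% protection of heart cells from peroxide-induced death in the single-dose screen, raw or plate-pattern-corrected value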;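 further: 0% = DMSO wells with peroxide and 100% = DMSO wells without peroxide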
# Starred values were filed as active, the others as inactive; · = not tested or not shown.
SMILES,MITF TRPM1 inh,m5-HT2A agonist,Shn3 3UTR inh,PDI inh,NR2E3 ag-1,hiPSC survival,HIF-2a inh,NR2E3 ag-2,CaV13 FRET inh,Peg3 promoter,H9c2 protect
CC(C)C[C@H]1CNC(=S)N1CC1CCCN1C[C@H](CC(C)C)N1C[C@H](CC(C)C)N(CCc2ccccc2)C1=S (stereo not given in full),17,3,56,1,7,-3.0,-10,·,-4,2,-26
Cc1cc(Cl)cc2sc(=S)[nH]c12,18,2,-11,4,18,-1.6,2,·,-6,1,-4
O=[N+]([O-])c1cc(NS(=O)(=O)c2ccc(Cl)nc2)ccc1Cl,-10,10,11,-1,33,-0.6,-8,-1,-4,29,-10
Cc1ccc(OCCn2c(CCNC(=O)C(C)C)nc3ccccc32)cc1,10,-11,4,-7,24,8.1,1,3,·,11,18
CCOc1ccc(-c2cc(C(=O)N3CCN(c4ccccn4)CC3)c3ccccc3n2)cc1,-14,2,-34,0,-29,-3.9,-286,2,-7,-57,-17
CN1CC(c2ccccc2)C2(SC(=S)N(Cc3ccco3)C2=O)C12C(=O)Nc1ccccc12 (stereo not given),12,-4,14,-12,2,-0.4,19,3,-8,47,-10
Cc1ccc(-c2nnc(N3CCN(c4ccccn4)CC3)c3ccccc23)cc1,15,4,71,-3,-19,1.3,22,-2,·,77*,-14
CCc1ccc(C2C(C(C)=O)=C(C(=O)OC)Nc3nnnn32)cc1 (stereo not given),2,5,1,4,4,1.6,0,-1,-5,9,5
S=C(NCCCN1CCOCC1)Nc1ccc(-c2nc3ccccc3[nH]2)cc1,-28,-12,-19,3,-58,-0.4,-127,-5,6,-175,-20
COC(=O)C(NS(=O)(=O)c1ccc(C)cc1)c1ccccc1 (stereo not given),-3,2,6,-2,-17,0.9,14,-1,-7,15,-7
CCOC(=O)C(=CN=C(N)Nc1nc2ccccc2o1)C(=O)OCC,-30,-2,-22,1,-30,1.2,-153,6,-5,-73,3
CCOC(=O)C1CCN(C(=O)COC(=O)CSc2ccccc2C)CC1,-1,-1,-5,7,-17,0.0,7,·,-6,5,0
Cc1ccc(-c2csc(=Nc3cccnc3)n2CCCn2ccnc2)cc1C,3,-2,77,12,-57,0.0,11,-2,-5,28,-16
CCn1c(NN)nc2sc3c(c2c1=O)CCC3,-3,3,-9,0,-12,-1.4,4,2,-5,4,-10
CCOCCn1c(CN2CCOCC2)nc2c1c(=O)[nH]c(=O)n2C,·,1,10,·,-6,-6.0,3,1,-3,4,-2
O=C(Nc1cccc2nsnc12)C1CC(=O)N(c2ccccc2)C1 (stereo not given),6,-5,-4,-4,-4,1.2,20,-2,-3,18,5
O=C(N/N=C/c1ccc2cccc(OCc3ccccc3)c2n1)c1ccc(Cl)cc1,-12,-5,-29,8,-9,-2.5,-71,2,-5,-26,14
CC(Oc1ccc2c(-c3ccccc3)cc(=O)oc2c1)C(=O)N[C@H](Cc1c[nH]c2ccccc12)C(=O)O (stereo not given in full),17,-1,-6,·,-1,2.1,11,3,·,-7,-6
Cc1[nH]c(=O)c(C#N)c2c1CSC(C)(C)C2,-9,2,4,5,-5,0.4,10,0,-8,12,12
CCCS(=O)(=O)N1CCN(c2ccccc2F)CC1,8,5,10,-3,-1,4.0,5,2,-5,9,-2

# Look-ups from the list.
# `CCc1ccc(C2C(C(C)=O)=C(C(=O)OC)Nc3nnnn32)cc1` (stereo not given) in NR2E3 ag-1 shows 4
# `CCOC(=O)C(=CN=C(N)Nc1nc2ccccc2o1)C(=O)OCC` in Peg3 promoter shows -73

# (listing goes on)
SMILES,MITF TRPM1 inh,m5-HT2A agonist,Shn3 3UTR inh,PDI inh,NR2E3 ag-1,hiPSC survival,HIF-2a inh,NR2E3 ag-2,CaV13 FRET inh,Peg3 promoter,H9c2 protect
COCCNC(=O)c1ccccc1NC(=O)c1ccccc1SC,0,13,0,-6,-8,0.1,19,-1,6,17,5
Cc1ccc(Oc2nc3ccccc3n3cccc23)cc1,14,-3,-10,10,-5,2.4,-8,2,·,9,1
Cc1cccc(C(=O)NCC(=O)OCC(=O)N(C)CC(=O)Nc2ccccc2Cl)c1,2,0,-3,6,-9,1.5,4,-2,-6,16,15
COc1ccc(C)cc1S(=O)(=O)N1CCCC(N2CCOCC2)C1 (stereo not given),2,-3,5,0,6,0.6,26,·,-3,17,5
CC1CC(CC(C)C(=O)Nc2nncs2)C(=O)O1 (stereo not given),18,8,-8,-1,0,0.7,5,5,·,11,-1
COc1ccc(C(C(=O)NC2CCCCC2)N(Cc2cccnc2)C(=O)c2snc(C(N)=O)c2N)cc1 (stereo not given),9,1,1,5,12,0.1,5,9,-5,9,0
COc1cccc(NC(=O)C(C)(C)C)c1,4,7,-6,13,-2,-1.4,7,4,-10,-9,-3
O=C(N/N=C/C=C/c1ccc2c(c1)OCO2)c1ccc([N+](=O)[O-])cc1,5,3,3,2,-1,-1.2,-10,2,-4,8,5
CCCc1nnc(NC(=O)Cn2c(=O)sc3ccccc32)s1,-3,-6,-11,-6,-20,0.4,13,0,-3,7,-5
CCOCCCNC(=S)N1C2CCC1CC(NC(=O)NC13CC4CC(CC(C4)C1)C3)C2 (stereo not given),0,0,3,7,-8,0.1,-2,-3,-4,4,6
COCCN(CCOC)S(=O)(=O)c1ccc(C(=O)Nc2nnc(C)o2)cc1,2,0,-2,3,-39,1.9,18,2,·,-14,4
Cc1cccc(C)c1-n1nnnc1C1c2ccccc2C(=O)N1C1CC1 (stereo not given),·,2,·,·,-1,0.7,4,·,-7,·,·
O=C(N/N=C/C=C/c1ccccc1)C(O)c1ccccc1 (stereo not given),-2,-2,-21,15,-29,0.1,-87,1,-5,-40,-1
COc1cc(NC(=O)c2ccccc2)c(OC)cc1Cl,8,-1,-16,-5,-24,2.6,-15,3,·,-20,2
C=CCN(CC(=O)Nc1cccnc1)S(=O)(=O)c1ccc(Cl)cc1,6,9,4,-5,18,-0.1,19,·,-16,22,-3
COc1cc(-n2c(=O)c3ccccc3n(Cc3cccnc3)c2=O)cc(OC)c1OC,-2,-3,3,-5,-11,3.7,-3,1,-1,9,3
Cc1ccc(-c2nn(-c3ccccc3)cc2/C=N/O)cc1,-94,-2,-4,-8,-62,-0.5,-181,-4,-5,-39,-15
Cn1nc(C(C)(C)C)cc1NC(=O)Nc1cc(Cl)cc(Cl)c1,-1,-5,1,-2,-19,-0.5,17,2,-4,32,-12
Cc1ccccc1OCC(=O)NN1C(=O)C2C3C=CC(O3)C2C1=O (stereo not given),-10,3,-14,5,1,-1.0,12,4,-3,-9,3
CC(=O)c1cccc(-c2ccnc3c2CC(C(=O)Nc2cccc(C(F)(F)F)c2)O3)c1 (stereo not given),·,-1,30,-3,5,2.7,-1,·,-4,36,-7
COc1cc(C(=O)COC(=O)c2ccc3c(c2)OCCO3)cc(OC)c1OC,·,-2,-3,-8,-8,-2.3,9,·,-12,12,0
COc1ccc(Cl)c(Cn2c(NCC(C)O)nc3c2c(=O)n(C)c(=O)n3C)c1 (stereo not given),1,1,8,2,-20,-0.2,6,2,-5,12,-1
CNC(=O)C1CCN(S(=O)(=O)c2c(C)noc2/C=C/c2ccc(C)cc2)CC1,·,12,0,·,-16,2.2,-8,0,-7,-2,-8
Cc1ccc(CNC(=O)c2cc(S(=O)(=O)N3CCCCC3)ccc2N2CCOCC2)cc1,2,3,44,0,-19,1.5,8,3,-2,7,-15
O=C(COC(=O)[C@H](Cc1ccccc1)NC(=O)c1cccs1)Nc1c(Cl)cccc1Cl,0,0,-7,-2,-7,-1.0,27,-2,-17,2,-2
COc1nc(N)c(S(=O)(=O)c2ccccc2)cc1C#N,9,-3,5,10,-22,-1.4,-14,5,-7,0,8
Cc1cccc(N2CCN(C(=O)C(C)C)CC2)c1C,2,-5,0,0,10,9.4,8,2,-3,1,6
COC(=O)C1=C(C)N(C)C(=S)NC1c1ccccc1 (stereo not given),-19,0,2,0,4,0.8,12,-1,-5,21,2
COC(=O)c1ccc(CSc2ccccc2NC(=S)Nc2cccc(C(F)(F)F)c2)o1,·,-1,-35,-2,11,-0.3,-220,·,-6,-62,-10
COc1cc([N+](=O)[O-])cc(/C=N/NC(=O)Cn2cncn2)c1O,-5,-21,6,2,-19,-0.6,-11,-2,-6,-3,1
COc1ccc(N(C)C(=O)c2cc3c(s2)-c2ccccc2OC3)c(OC)c1,-8,-1,13,·,33,-0.6,-8,-1,-12,-26,2
COc1ccc(/C=N/NC(=O)Cc2cc(OC)c(OC)cc2[N+](=O)[O-])cc1,1,3,-17,-5,15,-0.2,9,2,-15,-2,0
COCCNC(=O)CCCC(=O)NCCOC,2,0,0,-3,-6,-1.7,12,-1,-5,-3,10
CCC/C(O)=C1\C(=O)CC(C)(C)CC1=NCCO,-1,1,8,-3,-26,-1.7,5,2,-1,16,16
Oc1ccc(N=Nc2ccc(Br)cc2)c(O)c1,-52,0,-58,0,-143,-0.1,-290,0,-19,-135,-3
COc1ccc2sc(C)cc(=O)c2c1,·,9,-20,-2,24,4.3,-37,·,-5,-13,3
O=c1c2sc3nc(N4CCOCC4)c4c(c3c2ncn1CCc1ccccc1)CCCC4,-18,0,6,-1,19,-3.2,-11,6,-4,14,4
O=C(CSc1nnc(Cc2ccccc2)o1)Nc1cccc(F)c1,0,-4,-23,-2,-52,-0.2,-22,-4,-5,-4,2
O=C(CCS(=O)(=O)c1cc2c(cc1Cl)NC(=O)CO2)NCCc1ccccc1,0,-2,6,-10,-5,0.6,13,-2,-3,10,-3
O=C(Nc1ccc(N2CCN(C(=O)c3ccccc3)CC2)c(Cl)c1)c1ccco1,3,-3,42,1,9,0.2,-11,-4,·,-16,-8
O=C(COC(=O)c1cccnc1Cl)NC1CCCc2ccccc21 (stereo not given),-5,-10,-4,-1,-1,0.0,-4,·,-3,-12,4
COc1ccc(-c2cn[nH]c2-c2ccc(OCC(=O)NN)cc2O)cc1,4,8,-53,-2,-20,-0.8,18,·,-18,8,-3
O=[N+]([O-])c1cc(-c2nnc(C34CC5CC(CC(C5)C3)C4)o2)cc([N+](=O)[O-])c1,27,0,10,1,-24,-1.1,-6,0,-5,-14,0
